PHOSPHO1 inh: inhibitors of human PHOSPHO1 phosphatase; Q8TCT1; recombinant PHOSPHO1, absorbance phosphatase assay; inhibition, % at 13.3 µM; 290,000 tested, 1.1% active; AID 1565; in the data active = inhibition above about 60%
IDE cell activ: IDE (human) activation, cell-based; P14735; HEK cells, FAbeta-B cleavage, fluorescence polarization; 0% vehicle, 100% cell-free pure enzyme wells; activation, % at 5.96 µM; 340,000 tested, 0.073% active;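 active = activation above the mean of all tested compounds plus 3 SD, set per screening campaign, cut at about 17% in these data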
Target sequence (P14735 whole entry, looked up): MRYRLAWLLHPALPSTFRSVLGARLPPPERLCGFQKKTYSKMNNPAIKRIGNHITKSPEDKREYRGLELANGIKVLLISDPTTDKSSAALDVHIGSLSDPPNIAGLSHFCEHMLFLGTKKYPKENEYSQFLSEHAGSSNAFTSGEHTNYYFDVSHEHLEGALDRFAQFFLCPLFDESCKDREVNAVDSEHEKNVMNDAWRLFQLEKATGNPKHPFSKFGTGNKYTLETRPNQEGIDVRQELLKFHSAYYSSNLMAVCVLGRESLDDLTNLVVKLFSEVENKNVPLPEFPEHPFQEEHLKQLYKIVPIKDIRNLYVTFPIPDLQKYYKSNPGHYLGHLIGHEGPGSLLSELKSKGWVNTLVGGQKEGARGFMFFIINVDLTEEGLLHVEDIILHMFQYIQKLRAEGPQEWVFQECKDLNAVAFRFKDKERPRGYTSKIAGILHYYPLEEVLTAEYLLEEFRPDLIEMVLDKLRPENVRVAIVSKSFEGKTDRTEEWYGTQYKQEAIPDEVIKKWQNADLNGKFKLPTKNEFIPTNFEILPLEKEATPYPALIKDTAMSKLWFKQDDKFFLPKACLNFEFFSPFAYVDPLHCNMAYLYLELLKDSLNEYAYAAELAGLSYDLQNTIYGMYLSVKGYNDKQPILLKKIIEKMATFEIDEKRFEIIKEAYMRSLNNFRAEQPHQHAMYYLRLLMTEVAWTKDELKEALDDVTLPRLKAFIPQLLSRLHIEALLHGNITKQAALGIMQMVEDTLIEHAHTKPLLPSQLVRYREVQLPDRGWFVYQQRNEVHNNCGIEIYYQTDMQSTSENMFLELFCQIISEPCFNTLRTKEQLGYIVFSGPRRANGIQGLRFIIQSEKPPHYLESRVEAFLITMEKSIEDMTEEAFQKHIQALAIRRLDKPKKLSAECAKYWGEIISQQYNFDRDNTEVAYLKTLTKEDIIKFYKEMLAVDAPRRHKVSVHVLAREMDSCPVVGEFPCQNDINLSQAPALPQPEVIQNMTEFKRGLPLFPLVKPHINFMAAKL
GPR7 antagonist: antagonists of human GPR7 (neuropeptides B/W receptor 1); 290,000 tested, 1.1% active; GPR7-expressing cells, fluorescence antagonist assay; P48145; inhibition, % at 4.4 µM; in the data active = inhibition above about 16%, passing the limit was not always enough;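 also: cells stimulated with the agonist NPW; 0% = agonist with vehicle and 100% = vehicle without agonist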
VIM-2 inh: blocks Pseudomonas aeruginosa VIM-2 metallo-beta-lactamase | purified VIM-2, nitrocefin hydrolysis, epi-absorbance fluorescence | inhibition, % at 5.6 µM | 290,000 tested, 0.89% active | AID 1527;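 active = inhibition above the mean of all tested compounds plus 3 SD, cutoff set per screening run, cut at about 7.5% in these data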;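 also: red hydrolysis product quenches plate fluorescence so inhibitors raise well fluorescence; 0% = enzyme with DMSO and 100% = DMSO without enzyme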
NALP1 yeast inh: blocks the NALP1 inflammasome reconstituted in yeast | AID 2071 | S. cerevisiae NALP1/ASC/caspase-1 growth, X-gal OD620, 72 h | inhibition, % at 10 µM | 280,000 tested, 0.61% active; in the data active = inhibition mostly above about 24%, no sharp cut-off; inactive = mostly below about 32%; also: some compounds called inactive have numbers as strong as hits
M18AAP inhibitor: blocks P. falciparum M18 aspartyl aminopeptidase | recombinant PfM18AAP, H-Glu-NHMec fluorogenic cleavage | inhibition, % at 7.35 µM | 290,000 tested, 1.2% active | AID 1822;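 active = inhibition above the campaign mean inhibition over all tested compounds plus 3 SD, cut at about 28% in these data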;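 also: 0% = plate median of test compound wells and 100% = 2 mM ZnCl2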
IDE cell inh: inhibitors of human insulin-degrading enzyme in cells. AID 434962. HEK cells, FAbetaB cleavage, fluorescence polarization. P14735. 320,000 tested, 0.41% active. inhibition, % at 5.59 µM;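 active = percent inhibition above the average of all tested compounds plus 3 SD, set per screening campaign, cut at about 16% in these data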;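 also: IDE supplied by intact live HEK cells; FP after avidin binding of uncleaved biotin substrate so inhibition keeps polarization high; 0% = DMSO wells and 100% = 60 µM reference IDE inhibitor Ii1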
IMP-1 inh: blocks Pseudomonas aeruginosa IMP-1 metallo-beta-lactamase | purified IMP-1, nitrocefin hydrolysis, epi-absorbance fluorescence | inhibition, % at 5.6 µM | 290,000 tested, 0.45% active;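 active = inhibition above the mean plus 3 SD of all compounds in the same screening run, cut at about 4.5% in these data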;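 also: 0% = IMP-1 with DMSO and 100% = DMSO wells lacking enzyme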
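System: purified IMP-1; amount: IMP-1 0.2 nM before substrate addition; compound: single dose, 5.6 µM; times: 25 °C, 15 min preincubation, 25 min reaction; signal: Epi-absorbance via hydrolysed-nitrocefin quenching of white-plate fluorescence, 480/530 nm, EDTA stop; benchmarks: DMSO with and without IMP-1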
p-CIP stab down: p/CIP protein destabilization | AID 1984 | Q05BA5 | F442A p/CIP-EGFP cells, EGFP fluorescence, 16 h | 290,000 tested, 0.01% active | decrease of EGFP signal, % at 10 µM;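 active = EGFP signal decrease of at least 30% at 10 µM or well 3 SD below plate mean, unless failing retest; inactive = the rest, including hits failing retest or dose response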; also: some compounds called inactive have numbers as strong as hits; many of its hits are not listed in these tables
* marks the source's active call; other numbers are inactive results; i = inactive; nt = no result given. This is a random part of the collection; overall some 5.3% were active at least once.

SMILES	PHOSPHO1 inh	IDE cell activ	GPR7 antagonist	VIM-2 inh	NALP1 yeast inh	M18AAP inhibitor	IDE cell inh	IMP-1 inh	p-CIP stab down
Cc1ccc(C2CC2C(=O)NNC(=S)Nc2cccc(C)c2)cc1 (stereo unspecified)	-8	-6	-2	-4.1	-11	1	9	-3.2	8
CCCn1c(CC)nc([N+](=O)[O-])c1Sc1ccc(C)cc1	16	2	0	-1.6	24	4	-2	-3.4	-50
CC(C)(C)OC(=O)N[C@@H](Cc1ccccc1)c1nnc(SCC(N)=O)o1	-10	2	-13	-2.6	4	2	4	-2.6	-4
Cn1nnnc1SCc1nnc(-c2ccc(Cl)cc2)o1	-31	4	-3	-1.1	5	-11	0	-2.0	-13
Cn1nc(C(=O)N2CCN(c3ccc([N+](=O)[O-])cc3)CC2)c2c1-c1ccccc1S(=O)(=O)C2	20	-1	-6	-2.6	9	2	1	-3.7	-4
O=C(Nc1ccc(S(=O)(=O)N2CCOCC2)cc1)c1cc(-c2cc(Cl)ccc2O)n[nH]1	37	-5	20*	-2.9	23	14	0	-3.8	-3
O=C(OCc1cnc(Cl)s1)c1cccs1	34	-2	-3	-3.0	20	-7	-4	-4.2	-7
CCOC(=O)c1sc2nc(CN3CCN(c4cccc(C(F)(F)F)c4)CC3)[nH]c(=O)c2c1C	-7	4	7	-3.8	30	-10	-1	-2.8	-1
CCC(=O)Nc1nnc(S(=O)(=O)N(C)c2ccccc2)s1	44	-1	-1	1.4	16	-11	nt	1.5	9
Cc1cc(C)c([C@@H]2C[C@H]3CN(C4CCCC4)C(=O)[C@]34CCCN24)c(-n2cccn2)c1	8	8	0	-1.1	i	-1	0	-1.6	-7
Cc1ccsc1C1Nc2ccccc2C(=O)N1O (stereo unspecified)	-5	0	-5	-3.9	23	0	1	-3.6	6
O=C(Nc1ccc(S(=O)(=O)Nc2ccccn2)cc1)c1cccc(Cl)c1	49	4	-20	-0.9	5	6	-13	-1.7	0
COC(=O)Cn1c(CN(Cc2ccccc2)Cc2ccccc2)nc2c1c(=O)[nH]c(=O)n2C	8	11	-10	-0.7	-4	-13	1	-4.5	-5
Cn1c(C(=O)N2CCN(C(=O)c3ccco3)CC2)cc2c(=O)n(C)c3ccccc3c21	2	2	-3	11*	-7	-2	-3	-2.1	-13
Cc1cc(-c2csc(NC(=O)c3ccc(C#N)cc3)n2)c(C)n1Cc1ccco1	-4	4	-13	-4.6	13	12	6	-0.7	6
O=C(Nc1nc(-c2cc3ccccc3o2)cs1)c1ccc(S(=O)(=O)N2CCCC2)cc1	16	6	-2	-1.5	26	5	-3	-3.4	-17
CC1CCCN(C(=O)NC(=O)c2ccc(Cl)cc2)C1 (stereo unspecified)	51	6	-11	-3.9	10	1	1	-4.0	3
CCCN1CCN(C(=O)c2ccc(Sc3ccc(C)cc3)c(NC(C)=O)c2)CC1	-7	3	-2	-1.9	15	-4	1	-1.8	8
Cc1ccc(NC(=S)N(CCCN2CCCC(C)C2)Cc2ccco2)cc1C (stereo unspecified)	9	3	-2	-0.7	14	-7	-3	-3.4	-9
CCOc1ccc(-c2nnn(CC(=O)NCc3ccccc3)n2)cc1	40	3	-7	-3.8	-4	-9	1	-4.3	12
Cc1sc2ncnc(SCC(=O)NNC(=O)c3ccco3)c2c1C	-37	-2	-5	-3.4	-9	-3	0	-4.6	-11
COC(=O)CSc1ccc2nnc(CCNS(=O)(=O)c3ccc(C)cc3)n2n1	-7	5	-8	0.2	-12	-4	4	-1.5	-5
CC(C)N(Cc1ccccc1)C(=S)Nc1ccc(F)cc1	4	7	-12	-2.1	5	-2	-2	-1.8	17
CC(=O)C1=C(c2ccccc2)NC(=S)NC1c1ccc(O)c(O)c1 (stereo unspecified)	-35	6	-11	-4.1	-7	74*	0	-5.2	-2
Cc1cc(CCCCCCCCc2cc(C)cc(=O)o2)oc(=O)c1	-2	1	-7	-1.1	17	-11	6	-3.5	-3
Cc1ccc(-n2nnnc2SCC(=O)Nc2cccc(NC(=O)c3ccco3)c2)cc1C	21	0	-1	0.2	6	3	2	-1.6	-11
COc1ccc(-n2c(C)cc(=O)c3c2CC(C)(C)CC3=O)cc1	9	5	11	0.5	3	-8	-3	0.1	-1
Cc1ccc(Oc2ccc(OCC(=O)NC(CC(C)C)C(=O)O)cc2)cc1 (stereo unspecified)	37	3	-5	1.9	-3	4	10	-0.5	-10
COc1ccccc1N1CCN(C2CCCN(C(=O)c3cscn3)C2)CC1 (stereo unspecified)	24	7	-7	-1.1	0	-3	-1	-3.1	-7
CCCNC(=O)N1CCN(Cc2ccco2)CC1	31	9	2	0.5	6	0	7	0.7	-6

In another format: six of the compounds above
mol,PHOSPHO1 inh,IDE cell activ,GPR7 antagonist,VIM-2 inh,NALP1 yeast inh,M18AAP inhibitor,IDE cell inh,IMP-1 inh,p-CIP stab down
Cc1ccc(-n2nnnc2SCC(=O)Nc2cccc(NC(=O)c3ccco3)c2)cc1C,21,0,-1,0.2,6,3,2,-1.6,-11
CC1CCCN(C(=O)NC(=O)c2ccc(Cl)cc2)C1 (stereo unspecified),51,6,-11,-3.9,10,1,1,-4.0,3
Cc1ccc(Oc2ccc(OCC(=O)NC(CC(C)C)C(=O)O)cc2)cc1 (stereo unspecified),37,3,-5,1.9,-3,4,10,-0.5,-10
COc1ccc(-n2c(C)cc(=O)c3c2CC(C)(C)CC3=O)cc1,9,5,11,0.5,3,-8,-3,0.1,-1
CC(=O)C1=C(c2ccccc2)NC(=S)NC1c1ccc(O)c(O)c1 (stereo unspecified),-35,6,-11,-4.1,-7,74*,0,-5.2,-2
COC(=O)CSc1ccc2nnc(CCNS(=O)(=O)c3ccc(C)cc3)n2n1,-7,5,-8,0.2,-12,-4,4,-1.5,-5

More entries:
SMILES	PHOSPHO1 inh	IDE cell activ	GPR7 antagonist	VIM-2 inh	NALP1 yeast inh	M18AAP inhibitor	IDE cell inh	IMP-1 inh	p-CIP stab down
NC1=NC(=O)/C(=C/c2ccc(OCC(=O)O)cc2)S1	33	-1	-12	-0.2	14	7	nt	-5.9	-2
Cn1c(CN2CCOCC2)nnc1SCc1ccc(C#N)cc1	15	-12	-7	-1.7	0	-1	10	-5.0	-2
COc1cccc(C(=O)NCCCNC(=O)c2ccco2)c1	-13	-3	-1	0.5	-4	-2	8	-2.0	-3
COC(=O)c1sc(N)c(C(=O)OC)c1COC(=O)[C@@H](NS(=O)(=O)c1cccc(Cl)c1)C(C)C	-10	0	2	-1.3	25	-9	-1	-1.4	-6
Cc1[nH]n(-c2nc(-c3cccc([N+](=O)[O-])c3)cs2)c(=O)c1C	1	2	-10	-1.5	30	0	1	-4.0	-9
CCOc1ccc2[nH]c(=O)c(CN(CCN3CCCC3)C(=S)Nc3ccccc3OC)cc2c1	10	3	-4	-7.3	11	-3	-3	-4.0	8
COc1ccc(N(CC(=O)NN=C2CCCCCCC2)S(=O)(=O)c2ccccc2)cc1Cl	6	7	5	-2.0	11	9	2	-1.1	-2
Cc1ccc(Cn2nc(C)c(NC(=O)C3CC3)c2C)cc1	-1	5	-15	-0.5	-32	-8	4	-2.1	9
COc1ccc(C(=O)C[n+]2ccccc2/C=N/O)cc1	-23	3	-4	-5.2	26	-2	0	-3.5	-7
O=C1c2ccccc2C(=O)N1CCc1nc2ccccc2c(=O)n1Cc1ccco1	7	4	-3	-0.3	-26	-18	0	-0.9	-11
Cn1c(=O)oc2cc(S(=O)(=O)Nc3ccc(Cl)cc3F)ccc21	27	5	-6	2.1	9	1	4	-1.5	-17
CC(=O)N(C)c1cccc(-c2ccc3nnc(C)n3n2)c1	33	2	-17	-1.0	9	2	0	-2.1	9
Cn1c2ccc(F)cc2c2ncn(CCCN(CCO)CCO)c(=O)c21	7	-6	-11	3.1	6	2	3	0.5	19
CCN(CC)c1ccc(/C=c2\sc3nnc(-c4ccccc4Cl)n3c2=O)cc1	41	-5	2	-4.4	7	4	3	-1.2	6
C(=Nc1ccc(N2CCOCC2)cc1)c1c[nH]c2ccccc12	36	7	-9	-3.3	nt	10	8	-8.5	-4
CCOC(=O)C1CCCN(S(=O)(=O)c2ccc(C)cc2)C1 (stereo unspecified)	2	2	-7	-2.8	-103	1	1	-0.3	-19
Cc1ccc(C)c(C(=O)Nc2nc3ccccc3[nH]2)c1	30	0	3	-0.5	8	-20	-2	-3.5	-8
CC1(C)C(C(=O)O)N2C(=O)C(NC(=O)Cc3ccccc3)C2S1=O (stereo unspecified)	24	-3	-13	-1.3	6	21	-1	-0.6	-9
CCc1ccccc1N1C(=O)C2C3CC(=O)C(c4ccccc43)C2C1=O (stereo unspecified)	28	5	11	0.2	-1	-10	-1	-0.3	-3
O=c1[nH]c(SCc2ccccc2Cl)nc2[nH]ncc12	15	3	-20	-2.2	1	48*	5	-3.3	-3
O=C(Cc1cccc2ccccc12)N/N=C/c1ccc(F)cc1	9	7	20	-3.1	3	-3	0	-0.1	-1
CCOc1ccccc1NC(=O)c1cc(S(=O)(=O)N2CCC3(CC2)OCCO3)ccc1F	24	-1	-3	-0.3	-3	1	4	-0.3	-3
COCCn1c(SCC(=O)Nc2ccccc2F)nc2c(c1=O)SCC2	18	3	-4	0.5	14	-1	3	1.5	-18
O=C(Oc1cccc(C(=S)N2CCOCC2)c1)c1ccccc1	10	-2	10	-1.4	0	28*	2	-1.7	7
O=C(NCC1CCCO1)c1cc(Br)c(Br)s1 (stereo unspecified)	19	-5	1	-1.2	3	2	2	-2.7	8
Cc1oc2c(C)c3oc(=O)c(CCC(=O)O)c(C)c3cc2c1-c1ccccc1	10	5	-6	6.8	6	-6	3	0.1	6
C#CCOC(=O)c1ccccc1C(=O)O	-2	8	-22	-2.1	-3	-3	0	2.8	-7
COc1ccc(-n2nc(C(=O)NCC(=O)NC(C)C)c3ccccc3c2=O)cc1OC	23	3	-7	0.3	7	-5	0	0.2	3
COc1ccc(S(=O)(=O)N2CCCOC2CNC(=O)C(=O)NCc2ccco2)cc1 (stereo unspecified)	-16	3	-2	-3.7	11	3	8	-2.4	-31

Another view of some results above:
| Compound | PHOSPHO1 inh | IDE cell activ | GPR7 antagonist | VIM-2 inh | NALP1 yeast inh | M18AAP inhibitor | IDE cell inh | IMP-1 inh | p-CIP stab down |
| --- | --- | --- | --- | --- | --- | --- | --- | --- | --- |
| O=C(NCC1CCCO1)c1cc(Br)c(Br)s1 (stereo unspecified) | 19 | -5 | 1 | -1.2 | 3 | 2 | 2 | -2.7 | 8 |
| Cc1oc2c(C)c3oc(=O)c(CCC(=O)O)c(C)c3cc2c1-c1ccccc1 | 10 | 5 | -6 | 6.8 | 6 | -6 | 3 | 0.1 | 6 |
| C#CCOC(=O)c1ccccc1C(=O)O | -2 | 8 | -22 | -2.1 | -3 | -3 | 0 | 2.8 | -7 |
| COc1ccc(-n2nc(C(=O)NCC(=O)NC(C)C)c3ccccc3c2=O)cc1OC | 23 | 3 | -7 | 0.3 | 7 | -5 | 0 | 0.2 | 3 |
